# FadD28 FP inh: inhibitors of Mycobacterium tuberculosis FadD28 bisubstrate binding; FadD28 bisubstrate probe binding, fluorescence polarization; inhibition, % at 12.5 µM; 360,000 tested, 0.22% active; AID 588549; in the data active = inhibition above about 8.5%, passing the limit was not always enough; inconclusive = no clear call, values can overlap the other calls
# TcdB inh: inhibitors of Clostridioides difficile toxin B glycohydrolase. TcdB glycohydrolase enzymatic assay, plate reader. inhibition, % at 9.99 µM. 350,000 tested, 0.24% active; in the data active = inhibition above about 10%
# Target sequence (P18177 whole entry, looked up): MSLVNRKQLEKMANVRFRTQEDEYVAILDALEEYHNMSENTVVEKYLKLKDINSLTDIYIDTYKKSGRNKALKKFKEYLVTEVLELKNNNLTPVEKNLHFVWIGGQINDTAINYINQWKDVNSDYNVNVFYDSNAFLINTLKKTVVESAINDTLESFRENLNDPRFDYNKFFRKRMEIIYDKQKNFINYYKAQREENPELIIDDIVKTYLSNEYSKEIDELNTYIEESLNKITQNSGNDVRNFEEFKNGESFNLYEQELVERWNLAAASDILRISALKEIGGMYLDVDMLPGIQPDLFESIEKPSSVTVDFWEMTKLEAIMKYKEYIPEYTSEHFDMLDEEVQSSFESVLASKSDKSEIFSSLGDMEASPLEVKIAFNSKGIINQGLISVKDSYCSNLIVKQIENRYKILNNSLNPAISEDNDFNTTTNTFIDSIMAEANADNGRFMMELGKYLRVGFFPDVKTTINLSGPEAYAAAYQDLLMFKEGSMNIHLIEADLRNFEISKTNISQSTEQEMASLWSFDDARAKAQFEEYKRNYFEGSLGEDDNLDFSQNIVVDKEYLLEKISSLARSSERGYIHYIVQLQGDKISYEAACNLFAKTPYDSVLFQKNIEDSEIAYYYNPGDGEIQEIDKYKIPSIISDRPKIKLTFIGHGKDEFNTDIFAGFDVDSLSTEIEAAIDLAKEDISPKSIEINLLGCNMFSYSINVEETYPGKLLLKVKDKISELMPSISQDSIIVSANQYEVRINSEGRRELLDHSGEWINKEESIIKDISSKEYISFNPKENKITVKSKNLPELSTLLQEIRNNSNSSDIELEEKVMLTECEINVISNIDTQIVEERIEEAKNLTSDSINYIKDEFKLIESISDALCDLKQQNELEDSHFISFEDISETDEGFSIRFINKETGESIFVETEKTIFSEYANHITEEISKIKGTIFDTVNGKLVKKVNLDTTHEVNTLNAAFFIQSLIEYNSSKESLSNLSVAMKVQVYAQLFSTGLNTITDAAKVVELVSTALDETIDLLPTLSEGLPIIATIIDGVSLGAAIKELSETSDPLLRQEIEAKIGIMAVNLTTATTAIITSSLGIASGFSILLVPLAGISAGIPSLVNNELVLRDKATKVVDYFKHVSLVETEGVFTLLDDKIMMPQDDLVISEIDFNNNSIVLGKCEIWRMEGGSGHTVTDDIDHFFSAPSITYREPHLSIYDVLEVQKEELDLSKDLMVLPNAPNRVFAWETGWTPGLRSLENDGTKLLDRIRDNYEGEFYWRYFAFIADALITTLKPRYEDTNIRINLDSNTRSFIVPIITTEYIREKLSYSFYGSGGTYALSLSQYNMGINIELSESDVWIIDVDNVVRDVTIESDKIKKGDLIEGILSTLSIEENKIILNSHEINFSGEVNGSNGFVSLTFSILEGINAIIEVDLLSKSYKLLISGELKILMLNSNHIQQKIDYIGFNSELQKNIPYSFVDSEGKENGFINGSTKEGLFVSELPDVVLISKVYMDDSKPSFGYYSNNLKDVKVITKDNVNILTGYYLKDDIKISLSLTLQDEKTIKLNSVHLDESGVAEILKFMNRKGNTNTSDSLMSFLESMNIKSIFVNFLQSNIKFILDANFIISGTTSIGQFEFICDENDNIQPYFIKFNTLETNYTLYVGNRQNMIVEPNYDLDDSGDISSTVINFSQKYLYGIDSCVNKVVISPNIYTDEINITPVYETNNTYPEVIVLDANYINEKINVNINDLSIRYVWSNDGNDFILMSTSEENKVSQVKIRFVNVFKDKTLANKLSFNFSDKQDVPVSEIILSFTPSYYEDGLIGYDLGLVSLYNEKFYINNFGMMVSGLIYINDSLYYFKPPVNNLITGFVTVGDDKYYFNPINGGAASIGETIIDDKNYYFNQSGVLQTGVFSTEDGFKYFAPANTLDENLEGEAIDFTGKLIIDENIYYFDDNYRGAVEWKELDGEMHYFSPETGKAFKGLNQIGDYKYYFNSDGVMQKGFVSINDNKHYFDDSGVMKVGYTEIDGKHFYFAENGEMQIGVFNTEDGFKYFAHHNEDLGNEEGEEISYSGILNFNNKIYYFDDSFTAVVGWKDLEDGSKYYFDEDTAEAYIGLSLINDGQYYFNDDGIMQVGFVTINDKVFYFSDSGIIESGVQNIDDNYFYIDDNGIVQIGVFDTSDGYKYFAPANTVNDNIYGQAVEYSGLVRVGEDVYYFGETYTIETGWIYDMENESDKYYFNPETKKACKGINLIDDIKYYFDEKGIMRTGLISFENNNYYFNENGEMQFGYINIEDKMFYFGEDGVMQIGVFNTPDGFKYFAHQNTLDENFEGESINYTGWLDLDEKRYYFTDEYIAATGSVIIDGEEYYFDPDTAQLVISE
# BoNT A protease: inhibitors of Botulinum neurotoxin A light chain protease. multiplex microsphere protease substrate cleavage, flow cytometry. inhibition, % at 10 µM. 360,000 tested, 0.17% active; also: plate controls were buffer without enzyme for full effect and enzyme alone for no effect
# PfHsp40 yeast: rescue of PfHsp40-mediated yeast toxicity; S. cerevisiae expressing PfHsp40, growth rescue, ATP luminescence; 340,000 tested, 0.68% active; growth rescue, % at 12.5 µM; in the data active = growth rescue above about 28%, passing the limit was not always enough; inconclusive = no clear call, values can overlap the other calls;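 also: yeast W303a lacking pdr1 and pdr3 grown in galactose medium; growth measured after three days at 30 °C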
# CCHFV vOTU inh: CCHFV vOTU protease inhibition | AID 651958 | inhibition, % at 11.5 µM | Pep-AMC fluorescence | 370,000 tested, 0.55% active; in the data active = inhibition above about 30%; also: 0% = vehicle wells with enzyme and 100% = no enzyme wells
# Anthrax LF prot: blocks Bacillus anthracis lethal factor protease. inhibition, % at 10 µM. P15917. 360,000 tested, 0.12% active. AID 588501. multiplex microsphere protease cleavage assay, LF; also: plate controls were buffer without enzyme for full effect and enzyme alone for no effect
# PrPC TRFRET: inhibitors of human cell surface prion protein PrPC; P04156; TR-FRET read-out; inhibition, % at 13.8 µM; 370,000 tested, 0.43% active; in the data active = inhibition above about 24%; also: 0% = median of the test wells and 100% = reference compound wells
# BoNT F protease: inhibitors of Botulinum neurotoxin F light chain protease; Multiplex microsphere protease cleavage assay, flow cytometry; inhibition, % at 10 µM; 360,000 tested, 0.22% active; AID 588497; in the data active = inhibition above about 35%, passing the limit was not always enough; inconclusive = no clear call, values can overlap the other calls; also: plate controls were buffer without enzyme for full effect and enzyme alone for no effect
# Yp Topo-I inh: inhibitors of Yersinia pestis topoisomerase I | Y. pestis Topo-I cleavage product accumulation, plate reader | activity, % at 10 µM | 360,000 tested, 0.064% active | AID 504884; in the data active = activity above about 50%, passing the limit was not always enough; inconclusive = no clear call, values can overlap the other calls; also: inactives centre near 2
# * marks the source's active call; other numbers are inactive results; ? = inconclusive; / = no result given; & = joins results of further samples. Rule as the data show it, unless noted: active = inhibition above about 30%; inconclusive = no clear call, values can overlap the other calls; inactive = below that.
SMILES,FadD28 FP inh,TcdB inh,BoNT A protease,PfHsp40 yeast,CCHFV vOTU inh,Anthrax LF prot,PrPC TRFRET,BoNT F protease,Yp Topo-I inh
CC1CCCN(CCOCCOc2ccc(Cl)cc2Br)C1 (stereo not given),-0.8,/,1.2,-1.0,-13,-9,-1,1,3
Cc1ccc(OCCCCn2cnc3ccccc32)cc1,-4.9,2.0,-0.6,0.4,11,-1,9,-5,23
COc1ccc(OC)c(NC(=O)CN(c2ccc(C(C)C)cc2)S(=O)(=O)c2c(C)noc2C)c1,2.4,0.6,0.5,-0.1,5,-5,7,-11,19
COc1cccc(Nc2cc(C)nc3ccccc23)c1,-4.6,/,?,0.6,3,1,1,0,-1
COc1cc(/C=N/NC(N)=S)ccc1OC(=O)c1ccc(C)cc1,-18,/,-0.5,1.0,-6,12,1,-4,7
CCC(C)(C)NC(=O)/C=C/c1ccccc1[N+](=O)[O-],-0.6,1.1,0.5,-1.0,2,-5,-8,-1,-5
COCCCNC(=S)NC1CC2CCCC(C1)N2Cc1ccco1 (stereo not given),-4.4,/,-0.7,-0.2,11,-5,2,-5,-8
O=C(NC1CCCCCC1)C1CCN(S(=O)(=O)N2CCC3(CC2)OCCO3)CC1,-2.7,0.9,-0.3,1.0,1,0,4,3,5
Nc1ccc2nc(CCc3ccccc3)[nH]c2c1,-1.4,1.2,-1.7,-1.3,-17,-14,-2,-81,-2
O=C(N/N=C\c1cccnc1)c1ccc(Cl)s1,-5.3,0.4,1.8,0.6,11,1,2,6,-5
COc1ccc(-c2noc(Cn3cc(S(=O)(=O)N4CCCC4)ccc3=O)n2)cc1,-3.2,0.7,1.0,-1.0,11,-5,6,7,-3
Cn1cccc1C1Nc2ccccc2NC2=C1C(=O)CC(C)(C)C2 (stereo not given),-8.7,/,0.5,-2.1,2,-5,-10,-2,-4
CSCCC(NC(=O)c1ccc([N+](=O)[O-])cc1Cl)C(=O)OCC(=O)NC(=O)CN1CCCC1=O (stereo not given),-3.1,2.6,-2.6,-0.4,-3,-2,-19,3,-14
Cc1ccccc1OCCOc1cccc(/C=N/NC(=O)Cc2nnc(N)s2)c1,-7.0,/,1.3,?,12,0,3,?,25
COc1ccc(NC(=O)C2Cc3c(-c4cccc(C(C)=O)c4)ccnc3O2)cn1 (stereo not given),-2.0,0.0,0.2,/,-1,-2,7,-8,-2
COc1ccc(Br)cc1S(=O)(=O)n1ccnc1,-0.2,/,0.6,-1.3,-15,-1,-4,-1,-2
Cc1ccc(C(=O)NCc2ccc3c(c2)OCO3)cc1S(=O)(=O)N1CCOCC1,1.3,-1.6,-0.5,-1.0,-1,-2,5,5,-6
O=C(c1cc(-c2ccccc2O)on1)N1CCc2ccccc2C1,0.4,0.9,0.4,0.2,3,0,5,-4,13
Cc1cc(NC(=O)c2ccccc2)ccc1NC(=O)Cc1ccccc1,-2.7,1.3,-5.7,-0.4,5,5,3,-10,-2
COc1ccc(NC(=O)C2CCC(CNc3c(N4CCOCC4)c(=O)c3=O)CC2)cc1Cl (stereo not given),-2.9,1.0,-0.5,0.2,11,2,4,-7,6
COC(=O)C1=C(C)NC(=O)/C1=C\c1cc(C)n(-c2ccc(F)cc2)c1C,1.8,-2.3,-0.5,1.0,9,-3,-2,-6,13
CCOc1ccc(N2CC(C(=O)Nc3cccc(S(=O)(=O)N4CCCC4)c3)CC2=O)cc1 (stereo not given),-2.0,-9.5,-1.5,0.5,5,9,12,-8,1
Cc1ccc(S(=O)(=O)N(C)C[C@@H]2Oc3ncc(C#CCC(C)C)cc3C(=O)N([C@H](C)CO)C[C@H]2C)cc1,-0.8,0.6&-1.8&1.2,-0.6,/,10,3,-1,-3,10
CC(CNC(=O)Cn1cnc2c(NCc3ccccc3)ncnc21)c1ccccc1 (stereo not given),-2.9,1.0,0.1,1.3,-1,5,-1,-4,4
CC(C)CN(C(=O)COC(=O)C12CC3CC(CC(O)(C3)C1)C2)C1CCS(=O)(=O)C1 (stereo not given),1.4,/,-0.3,0.8,3,-11,-2,6,10
COc1ccccc1N1C(C)=CC(=C(C#N)c2nc3ccccc3s2)C=C1C,-0.8,1.9,57*,-1.0,-4,28,5,25,5
Cc1[nH]c2ccccc2c1C(=O)COC(=O)c1ccc[n+]([O-])c1,-0.4,0.5,1.1,-0.2,-13,16,8,-5,5
Cc1ccc(NC(=O)OCCN2CCN(Cc3ccccc3)CCC2=O)cc1C,1.2,-0.8,-0.4,0.0,-5,-2,2,-4,-4
CN(C)CCCNC(=O)c1cc(C(=O)Cc2ccc(Cl)cc2)c[nH]1,-2.0,-1.2,-1.4,-0.9,4,-3,-2,18,-5
COc1ccc(C(=O)CSc2nnc(COc3ccccc3)n2Cc2ccco2)cc1,-0.2,/,-0.2,-0.4,6,-4,-3,-1,5
CN1CCN(S(=O)(=O)c2ccc(NC(=O)c3csc4ccccc34)cc2)CC1,-3.5,2.1,?,-0.2,/,-4,/,-1,-7
COc1ccccc1CNC(=O)CCc1ccccc1,-1.6,0.7,-2.5,-1.5,-11,2,5,-15,12
CC1CCN(CCCn2c(=S)[nH]c3c(sc4ccc([N+](=O)[O-])cc43)c2=O)CC1,-0.1,0.3,-0.3,0.5,10,-6,-23,-4,-7
Oc1ccc(O)c2c1C1(Cl)C(Cl)=C(Cl)C2(Cl)C1(Cl)Cl,-1.2,-2.3,-0.2,83*,14,-7,5,0,-17
COc1ccc(Cl)cc1C(=O)CSc1nnnn1C,-2.2,0.9,0.2,-2.2,14,-1,7,8,-7
CCOC(=O)C1CCN(C(=O)c2ccc(OC)cc2OC)CC1,0.1,/,-0.3,-1.0,5,1,-10,-5,0
O=c1c2c3nc4ccccc4nc3n(Cc3ccccc3)c2ncn1Cc1ccco1,-6.7,/,1.8,-0.5,-20,-2,0,4,37
c1ccc(CSc2nnc(NC3=NCCCCC3)s2)cc1,-2.0,/,0.0,1.4,4,-3,10,3,21
O=C(CO/N=C/c1c(Cl)cccc1Cl)NNC(=O)c1ccc(Cl)cc1,0.7,1.3,0.2,-0.5,-12,-1,4,-9,10
Cc1onc(-c2c(Cl)cccc2Cl)c1C(N)=O,1.2,/,-0.9,-1.8,-5,-13,6,-9,-1

# Single records, from the list above. Values in the order: FadD28 FP inh, TcdB inh, BoNT A protease, PfHsp40 yeast, CCHFV vOTU inh, Anthrax LF prot, PrPC TRFRET, BoNT F protease, Yp Topo-I inh
# COc1ccc(Cl)cc1C(=O)CSc1nnnn1C is listed with -2.2, 0.9, 0.2, -2.2, 14, -1, 7, 8, -7
# O=C(CO/N=C/c1c(Cl)cccc1Cl)NNC(=O)c1ccc(Cl)cc1 is listed with 0.7, 1.3, 0.2, -0.5, -12, -1, 4, -9, 10
# CN1CCN(S(=O)(=O)c2ccc(NC(=O)c3csc4ccccc34)cc2)CC1 is listed with -3.5, 2.1, ?, -0.2, /, -4, /, -1, -7
# CC1CCN(CCCn2c(=S)[nH]c3c(sc4ccc([N+](=O)[O-])cc43)c2=O)CC1 is listed with -0.1, 0.3, -0.3, 0.5, 10, -6, -23, -4, -7
# CN(C)CCCNC(=O)c1cc(C(=O)Cc2ccc(Cl)cc2)c[nH]1 is listed with -2.0, -1.2, -1.4, -0.9, 4, -3, -2, 18, -5

# Next part:
SMILES,FadD28 FP inh,TcdB inh,BoNT A protease,PfHsp40 yeast,CCHFV vOTU inh,Anthrax LF prot,PrPC TRFRET,BoNT F protease,Yp Topo-I inh
CC(=O)Nc1ccc(CN2CCc3c([nH]c4ccccc34)C2c2ccccn2)cc1 (stereo not given),-0.6,/,0.2,-1.2,5,1,-5,-8,8
CCN(CC)S(=O)(=O)c1ccc(OC)nc1,-3.6,/,0.1,0.8,-5,1,6,3,2
Oc1ccc(Br)cc1CNc1ccccn1,-2.2,-0.2,/,0.8,3,/,5,/,-5
COc1ccc(OC2CCN(S(=O)(=O)c3cccc(F)c3)CC2)cc1,/,0.6,0.4,1.0,-4,3,2,-1,31
O=C(CNc1cc(S(=O)(=O)N2CCOCC2)ccc1NCC1CCCO1)Nc1ccc(C(F)(F)F)cc1 (stereo not given),-3.2,-0.8,-0.4,-1.4,12,-2,0,-8,9
O=C(Cc1cc(=O)oc2cc(O)ccc12)NCC1CCC(C(=O)O)CC1 (stereo not given),-4.1,/,-0.5,-1.7,-1,3,-1,-1,0
CC(C)C[C@@H](CSc1ccccc1)N1CCN(CCc2ccccc2)CCC1=O,-1.1,-6.0,0.2,-1.9,20,-2,0,-2,12
NS(=O)(=O)c1ccc(CNC(=O)/C=C/c2cccc(Cl)c2)cc1,-3.1,/,-0.1,-2.4,-6,0,6,-6,-3
CC1CCCN(C(=O)CSc2nnc(-c3ccncc3)n2C)C1 (stereo not given),-0.2,1.6,0.1,1.1,7,2,4,-1,4
COc1ccc(NC(=O)Cn2ccc(C(F)(F)F)n2)cc1S(=O)(=O)N1CCOCC1,-6.2,3.9,-0.3,-0.9,-10,-2,5,-2,-4
CNCc1cc(Cl)cc(OC)c1OC(C)C,-1.1,0.0,0.1,-0.8,7,2,2,6,-5
CCc1nc2ccccc2c(C(=O)OCc2nc3ccccc3c(=O)[nH]2)c1C,-1.8,0.3,0.0,0.2,-6,-4,-2,-6,15
Oc1c(Cl)cc(Cl)cc1CNc1nccs1,-1.0,1.2,2.7,-0.3,6,-6,-2,?,-5
CCOC(=O)c1cccc(NC(=O)CCS(=O)(=O)c2ccc(Br)s2)c1,/,/,-0.3,-0.8,-6,1,-6,-2,4
CSCCCNC(=S)N(C)CC(=O)Nc1ccc(C)cc1,-2.7,-0.1,-0.8,-0.9,-11,-2,-2,-3,-8
COc1ccccc1NC(=O)CSc1nc2nccnc2c(=O)n1Cc1cccs1,-4.9,1.7,-0.5,0.7,22,3,-4,-2,29
Cc1ccccc1-c1nc(CS(=O)(=O)CC(=O)NC2CC2)c(C)o1,-0.2,2.3,-2.9,-0.6,9,-3,-1,-3,11
COC(=O)c1ccc(OC)c(CSc2nnc(COc3ccccc3)o2)c1,0.6,1.2,-0.3,1.1,11,-28,3,-3,-2
O=C(CCCCCN1C(=O)c2ccccc2C1=O)NCc1ccccn1,-3.0,/,-0.3,-1.0,10,-6,-9,-1,-7
COC(=O)CSc1nnc(CNC(=O)c2ccccc2OC)n1C,0.6,/,-0.8,-0.8,-15,-1,-6,-14,3
COCCCn1c(SCC(=O)NNC(=O)c2cccc(O)c2)nnc1-c1ccncc1,0.6,6.5,-1.3,0.7,-4,0,-7,1,8
COc1ccccc1C(=O)NCCC(=O)N(C)Cc1ccc(C)o1,-0.2,0.4,0.3,0.3,4,-6,-4,1,0
O=C(OCC(=O)N1CCN(c2ccccc2)CC1)c1cccc([N+](=O)[O-])c1,0.7,0.1,-0.5,-0.1,1,-4,-6,?,-11
COc1ccc(C(=O)NNS(=O)(=O)c2ccccc2)cc1,0.0,-5.7,-0.5,-1.6,2,-1,-4,-7,-12
CC(C)=CC(=O)OCC(=O)Nc1ccc(Cl)cc1,-3.9,1.0,-0.1,0.9,13,1,7,-2,2
CC(C)CC(=O)Nc1ccc(C(=O)Cn2nc(C(=O)O)c3ccccc3c2=O)cc1,0.2,/,-0.1,0.4,7,-1,2,7,18
CC(=O)Oc1ccc(/C=C(\NC(=O)c2ccco2)C(=O)NCc2ccco2)cc1,-0.4,0.5,1.4,-0.5,11,8,2,6,-1
C1CCN(CCCNC2C3CC4CC(C3)CC2C4)C1 (stereo not given),0.2,0.4,-1.2,-1.0,-8,0,-1,-5,-8
O=C1NC(=Nc2ccc(Cl)cc2)SC1Cc1cc(Cl)ccc1Cl (stereo not given),-2.6,/,-0.1,-0.6,-4,1,11,-4,32
Cc1cc(=O)oc2c(CN3CC(C)OC(C)C3)c(O)c(Cl)cc12 (stereo not given),-2.2,1.1,0.4,-2.1,-322,-2,-3,-3,-14
O=C(CSc1nnc(NC(=O)c2cccc(F)c2)s1)NCC1CCCO1 (stereo not given),-3.2,-0.3,-1.3,-1.2,18,-1,-4,0,2
Cn1c(=O)c2sccc2n2c(CCCC(=O)NCc3ccco3)nnc12,-1.4,2.0,-0.1,0.1,2,-2,7,0,3
c1ccc(-c2nc(-c3ccco3)n3ccccc23)cc1,1.1,0.4,7.2,2.3,-2,0,-3,-6,-3

# Screens from PubChem BioAssay.
